Source: PubChem (National Center for Advancing Translational Sciences (NCATS))
aSyn yeast rescue = rescues yeast growth from alpha-synuclein toxicity; S. cerevisiae alpha-synuclein toxicity rescue, BacTiter-Glo growth, 24 h; Potency, µM (doses to about 46.1 µM), for the others: top-dose growth rescue (activation), actives largely listed as activators; 0.02% of 94,000 active; active means well fitted activation curve with a large enough effect; inconclusive means small, poorly fitted or top-dose-only effect; further: 0% is about no effect
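Growth restoration measured by BacTiter-Glo luminescence after 24 hr at 30 deg C; alpha-synuclein yeast, raffinose-pregrown to mid-log, were added at OD600=0.02 in galactose medium onto pinned compounds.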
* marks the source's active call; other numbers are inactive results; ? = inconclusive; [ ] = remark or other dose. Potency means the concentration at half of the fitted maximal effect. Some of the compounds tested. The share of hits here may be higher or lower than overall.

nr	Molecule	aSyn yeast rescue
1	CCOc1ccccc1NC(=O)c1c(NCc2cccs2)sc2c1CCCCC2	?
2	CN1CCN(CCCNC(=O)Cn2c(-c3cccs3)cc3cc(Cl)ccc32)CC1	-2%
3	CC1(c2cccc(Br)c2)NC(=O)N(CC(=O)c2ccc3c(c2)OCO3)C1=O (stereo unspecified)	?
4	CC1CCN(c2nnc(-n3cccc3CNc3cccc(F)c3)s2)CC1	8%
5	O=C(c1cccc(-n2cccc2)c1)N1CCN(S(=O)(=O)c2ccccc2Br)CC1	8%
6	Cc1cc(C)n2c(nc3ccccc32)c1C(=O)NN	-3%
7	CCc1ccc(NC(=O)Cn2nnc(C(=O)Nc3cc(C)ccc3OC)c2N)cc1	-7%
8	COc1ccc(CN2C(=O)N(c3cccc(C)c3)C(=O)C2CC(=O)Nc2ccc(F)cc2)cc1OC (stereo unspecified)	2%
9	Cc1cc(C)cc(N(CCC#N)C(=O)CN2C(=O)NC3(CCCC3)C2=O)c1	-43%[inhibitor]
10	Cc1ccc(C)c(OC(=O)CSc2nnc(CNC(=O)c3ccccc3)o2)c1	-9%
11	COc1ccc(CNC(=O)CCc2nnc3n(CC(C)C)c(=O)c4ccccc4n23)cc1	6%
12	COC(=O)CCN1CCC2CC1c1cc(N3CCCCC3)ccc12 (stereo unspecified)	2%
13	CCOc1cccc(C2c3[nH]c4ccccc4c3CCN2C(=O)CSc2ccccc2)c1 (stereo unspecified)	-14%
14	COc1ccc2[nH]c(=O)c(CN(C(=O)c3cccnc3)c3ccc(C)cc3C)cc2c1	6%
15	Cc1ccc2[nH]c(=O)c(CN(C(=O)c3cccc(Cl)c3)C(C)(C)C)cc2c1	-9%
16	Cc1ccc(NC(=O)COC(=O)CCc2ccccc2)c(Cl)c1	13%
17	COC(=O)c1ccc(Cl)cc1NC(=O)N1CCC(CN2CCCC2)CC1	-2%
18	COc1cc2c(C(=O)N3CCN(c4cccc(Cl)c4)CC3)cn(C)c(=O)c2cc1OC	9%
19	Cc1ccc2c(c1)C(C)CC(C)(C)N2C(=O)CN1CCN(C)CC1 (stereo unspecified)	6%
20	CCOc1ccc(C(=O)c2cn(CC(=O)Nc3ccc(Cl)cc3)c3cc4c(cc3c2=O)OCCO4)cc1	-2%
21	CCCc1nnc(SCC(=O)Nc2ccc(NC(C)=O)cc2)n1-n1cccc1	-10%
22	COC(=O)c1ccccc1NC(=O)c1ccc(COc2ccccc2Cl)o1	7%
23	CCCOc1cccc(C(=O)Nc2cccc(NC(=O)c3ccc(Cl)cc3Cl)c2)c1	7%
24	CCCCOC(=O)/C=C\C(=O)NC(N)=O	-12%
25	COC(=O)C1CCN(S(=O)(=O)c2ccc(N3CCCCS3(=O)=O)cc2)CC1	-6%
26	COc1cc(OC)cc(C(=O)NNC(=O)c2ccc(-n3cncn3)c([N+](=O)[O-])c2)c1	3%
27	CCCOc1ccc(C(=O)Nc2cc(-c3nc4ccccc4[nH]3)ccc2C)cc1	-45%[inhibitor]
28	O=C(Nc1ccc(Cl)cc1)c1cnn2c1NC(c1ccccc1)=CC2c1ccccc1 (stereo unspecified)	?
29	COc1ccc(NC(=O)c2ccccc2NC(=O)C2CCCCC2C(=O)O)cc1 (stereo unspecified)	9%
30	CC(C)c1ccc(NC(=O)CCS(=O)(=O)c2ccc3c(c2)CC(=O)N3C)cc1	-8%
31	COC(=O)c1cccnc1-n1c(=O)c2cccnc2n(CC(=O)Nc2ccc(C)cc2C)c1=O	-6%
32	CSCCC(NS(=O)(=O)c1cccs1)C(=O)Nc1ccc(C)c(Cl)c1 (stereo unspecified)	4%
33	COc1ccc(/C=C/C(=O)c2cc(Cl)cc(Cl)c2O)c(OC)c1	3%
34	O=C(COc1ccc(Cl)cc1)Nc1ccc(C(=O)OCc2cc(=O)n3ccsc3n2)cc1	16%
35	COc1ccccc1Cc1nc2ccccc2nc1SCC(=O)N1CCCCC1	12%
36	CCOC(=O)c1c(CSc2ccc(CC)cc2)oc2ccc(O)c(CN(C)C)c12	-4%
37	Cc1cc(NC(=O)Nc2cccc(Cl)c2)n(-c2ccccn2)n1	-16%
38	CC1CCN(S(=O)(=O)c2ccc3c(c2)N(CC(=O)NCCCN2CCCCC2C)C(=O)CS3)CC1 (stereo unspecified)	1%
39	CCCn1c2ccccc2c2cnn(CC(=O)NCCCN3CCCCC3CC)c(=O)c21 (stereo unspecified)	-4%
40	COc1cc([C@@H]2Nc3c(F)cccc3[C@@H]3C=CC[C@@H]32)cc(Br)c1OC	-2%

Four entries from above, with each value named:
34	O=C(COc1ccc(Cl)cc1)Nc1ccc(C(=O)OCc2cc(=O)n3ccsc3n2)cc1
  aSyn yeast rescue = 16%
35	COc1ccccc1Cc1nc2ccccc2nc1SCC(=O)N1CCCCC1
  aSyn yeast rescue = 12%
36	CCOC(=O)c1c(CSc2ccc(CC)cc2)oc2ccc(O)c(CN(C)C)c12
  aSyn yeast rescue = -4%
37	Cc1cc(NC(=O)Nc2cccc(Cl)c2)n(-c2ccccn2)n1
  aSyn yeast rescue = -16%

Taken from above:
Reading of Cc1cc(NC(=O)Nc2cccc(Cl)c2)n(-c2ccccn2)n1 in aSyn yeast rescue: -16%
Reading of O=C(COc1ccc(Cl)cc1)Nc1ccc(C(=O)OCc2cc(=O)n3ccsc3n2)cc1 in aSyn yeast rescue: 16%
Reading of COc1ccccc1Cc1nc2ccccc2nc1SCC(=O)N1CCCCC1 in aSyn yeast rescue: 12%
Reading of COc1ccc(/C=C/C(=O)c2cc(Cl)cc(Cl)c2O)c(OC)c1 in aSyn yeast rescue: 3%
Reading of COc1cc([C@@H]2Nc3c(F)cccc3[C@@H]3C=CC[C@@H]32)cc(Br)c1OC in aSyn yeast rescue: -2%
Reading of CCOC(=O)c1c(CSc2ccc(CC)cc2)oc2ccc(O)c(CN(C)C)c12 in aSyn yeast rescue: -4%

(cont.)
nr	Molecule	aSyn yeast rescue
41	COc1ccc(NC(=O)Cn2ncc3c4ccccc4n(Cc4ccccc4)c3c2=O)cc1OC	5%
42	Cc1nc(SC(C)C(=O)Nc2ccccc2Cl)cc(-c2ccccc2)n1 (stereo unspecified)	0%
43	Clc1c(CSc2nc3ccccc3o2)nc2ccccn12	12%
44	O=C(c1ccoc1)N1CCN(c2cc(-c3ccco3)nc3cc(-c4ccccc4)nn23)CC1	-1%
45	CCOc1cc(-c2ccc(OC(=O)c3ccccc3Cl)c(OC)c2)cc(=O)c2c(C)oc(C)c12	-8%
46	COCCn1c(C)cc(C(=O)COC(=O)/C=C/c2cccc(OC)c2)c1C	5%
47	COc1cccc(NC(=O)C2CCCN(S(=O)(=O)c3ccc4[nH]c(=O)ccc4c3)C2)c1 (stereo unspecified)	2%
48	O=C(COC(=O)/C=C/c1ccc(F)cc1)NC(=O)NCc1ccccc1	6%
49	COc1ccccc1NC(=O)/C(=C/c1ccncc1)NC(=O)c1ccccc1	3%
50	COc1ccccc1CNC(=O)c1c[nH]c2ccc(S(=O)(=O)Nc3cc(C)cc(C)c3)cc2c1=O	3%
51	Cc1ccc(C(=O)Nc2cc(Cl)ccc2-n2cncn2)o1	-1%
52	COc1ccc2c(c1OC)C(=O)OC2Nc1nc(-c2cc3cc(Br)ccc3oc2=O)cs1 (stereo unspecified)	4%
53	CCCCNC(=O)COC(=O)c1ccccc1F	-10%
54	Cn1nnc2c(NCCc3ccccc3)ncnc21	5%
55	CC1(C)CC(=O)C(C=NCCN2CCN(C3CC(=O)N(c4ccc(Cl)c(Cl)c4)C3=O)CC2)=C(O)C1 (stereo unspecified)	14%
56	COCCn1c(SCC(=O)Nc2ccc(OC)c(S(N)(=O)=O)c2)nc2ccccc2c1=O	16%
57	CCOC(=O)c1c(NC(=O)CCl)sc(CN(C)C)c1-c1ccccc1	-11%
58	O=C(Nc1nnc(C23CC4CC(CC(C4)C2)C3)s1)c1ccc(N2C(=O)CCC2=O)cc1	-2%
59	Cc1ccc(NC(=O)CN2C(=O)N/C(=C/c3cc(C)n(-c4ccc(C(=O)O)cc4)c3C)C2=O)cc1	3%
60	COC(=O)c1sccc1S(=O)(=O)N(CC(=O)NCc1ccc(F)cc1)c1ccc(Cl)cc1	11%
61	COc1ccccc1N1CCN(S(=O)(=O)c2cc(-c3cc(C)no3)ccc2C)CC1	6%
62	Oc1ccc(-c2nc(-c3ccccc3)c(-c3ccc(Br)cc3)[nH]2)cc1	-14%
63	Cc1ccn(-c2ccc(NC(=O)c3cccs3)cc2)n1	-43%[inhibitor]
64	O=C(NC1CC(=O)N(c2ccc(Cl)cc2)C1)c1cc2ccccc2o1 (stereo unspecified)	-6%
65	O=C(NCc1cccc(Cl)c1)C1CCN(c2nn3cc(-c4ccc(F)cc4)nc3s2)CC1	-7%
66	COc1cc(/C=N/n2c(-c3ccccc3)n[nH]c2=S)cc(OC)c1O	-1%
67	COc1ccc(CCNC(=O)c2cc(=O)[nH]c3ccc(S(=O)(=O)N4CCCCC4)cc23)cc1OC	-7%
68	Cc1ccc(OCC(=O)NC2CCCc3ccccc32)c(C)c1 (stereo unspecified)	1%
69	COc1cc2oc(=O)c(CC(=O)NCc3ccc(OC)c(OC)c3)c(C)c2cc1Cl	7%
70	O=C(CSc1nnc(-c2cccc(F)c2)c(-c2cccc(F)c2)n1)NC1CCCCC1	6%
71	Cc1cc(SCC(=O)Nc2cccc(S(=O)(=O)NC3=NCCCCC3)c2)c(C)cc1Br	-5%
72	CCOC(=O)c1[nH]c2c(c1-c1ccccc1)C(=O)CC(c1ccccc1)C2 (stereo unspecified)	-6%
73	CCC(C)(C)NC(=O)C1CCC(CNS(=O)(=O)c2ccc3c(c2)CC(C)N3C(C)=O)CC1 (stereo unspecified)	5%
74	CC(C)(C)C(=O)COC(=O)c1c2c(nc3ccccc13)CCC2	1%
75	COC(=O)C(C)NC(=O)N1CCN(c2nnc(C)c3c(C)n(-c4ccc(Cl)cc4)nc23)CC1 (stereo unspecified)	2%
76	COc1ccccc1C(=O)Nc1c(C(=O)N2CCN(c3ccccc3F)CC2)oc2ccccc12	-3%
77	Cc1ccc(NC(=S)NC2CCSc3ccccc32)cc1 (stereo unspecified)	-5%
78	Cc1ccc(OCC(O)CNCc2ccc(F)cc2)cc1 (stereo unspecified)	8%
79	CCCCC12CN3CC(C)(CN(C1)C3c1ccc(O)c(OC)c1)C2=O (stereo unspecified)	-1%
80	COc1ccc(N2CC(NC(=O)C3CCCCC3)CC2=O)cc1 (stereo unspecified)	-5%
81	Cc1ccc(S(=O)(=O)Cc2nc(-c3ccc(C(=O)NCc4ccccc4)cc3)oc2C)cc1	-10%
82	COc1ccc(S(=O)(=O)N(C)C[C@H]2OCc3cn(nn3)CCCC(=O)N([C@H](C)CO)C[C@@H]2C)cc1	5%
83	CSc1sc(C(=O)NCC2CC2)c2c1S(=O)(=O)N(C)c1ccccc1-2	-11%
84	Cc1cc(=O)n2c(C(=O)Nc3ccc(F)c(Cl)c3)c(C(=O)Nc3cccc(C)c3C)sc2n1	-1%
85	CCOC(=O)c1c(NC(C)=O)c2c3c(sc2n1Cc1nc(-c2ccccc2C)oc1C)CCCC3	-12%
86	COC(=O)CSc1cc([N+](=O)[O-])ccc1NC(=O)OC	-1%
87	CC(C)(C)c1cc(C(=O)NNC(=O)Nc2cccc(Cl)c2)n(Cc2ccccc2)n1	0%
88	CCNC(=O)CC1C(=O)N(c2ccc(C)cc2)C(=O)N1Cc1ccc(C)cc1 (stereo unspecified)	-14%
89	CSc1ccccc1OC1CCN(Cc2ccccc2)CC1	5%
90	O=c1c2ccccc2nc(SCc2ccc(F)cc2Cl)n1CCCN1CCOCC1	3%
91	O=C(COC(=O)c1cc(Cl)ccc1Cl)Nc1ccc2[nH]c(=O)[nH]c2c1	0%
92	CCOC(=O)/C(C#N)=C/Nc1cc(C(C)(C)C)sc1C(C)=O	8%
93	C=CCc1cc(C)ccc1OCCOCCC(C(=O)OCC)C(=O)OCC	-2%
94	COC(=O)c1c(C)oc2ccc(N(C(=O)c3ccncc3)S(=O)(=O)c3ccc(C)cc3C)cc12	14%
95	CCCCn1c(N)c(N(CCOC)C(=O)c2ccc(N(C)S(=O)(=O)c3ccc(C)cc3)cc2)c(=O)[nH]c1=O	-1%
96	COCC(=O)NC1CC2CCC(C1)N2C(=S)Nc1ccccc1C(=O)OC (stereo unspecified)	-5%

(list continues)
nr	Molecule	aSyn yeast rescue
97	N=c1sccn1CC(=O)Nc1ccc(S(N)(=O)=O)cc1	6%
98	CCC(CC)NC(=O)COC(=O)c1cc(SC)ccc1Cl	-4%
99	O=C(Nc1nnc(CSCc2ccc(Cl)cc2)s1)c1cccc([N+](=O)[O-])c1	2%
100	O=C(CN1C=NS(=O)(=O)c2ccccc21)Nc1ccccc1F	0%
101	COc1ccc(NC(C)=O)cc1S(=O)(=O)NC1CCSc2ccccc21 (stereo unspecified)	-4%
102	CC1CCN(S(=O)(=O)c2ccc3c(c2)CCN3C(=O)Nc2ccc(Br)cc2F)CC1	-13%
103	CCC1(c2ccc(F)cc2)NC(=O)N(CC(=O)NCC(=O)Nc2cccc(C)c2C)C1=O (stereo unspecified)	-10%
104	Cc1ccccc1NC(=O)Cn1c(=O)n(Cc2ccco2)c(=O)c2ccc(C(=O)NC3CCCC3)cc21	0%
105	Cc1cc(C)c(S(=O)(=O)NC(C)C)c(C)c1-n1cnnn1	1%
106	CCOc1cc(/C=N/N=C2/NC(=O)C(CC(=O)O)S2)ccc1OCc1ccc(Cl)cc1Cl (stereo unspecified)	-6%
107	C#CCn1cnc2c(cnn2-c2ccc(F)cc2)c1=O	-1%
108	CC(=O)/C(C#N)=C1\NC(=O)C(Cc2ccc(F)cc2)S1 (stereo unspecified)	5%
